Screens from PubChem.
FAS TE block = inhibitors of human fatty acid synthase thioesterase domain | P49327 | recombinant FAS-TE, OMFH fluorogenic substrate, fluorescence endpoint | inhibition, % at 15 µM | 360,000 tested, 0.67% active | AID 602261;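 active means compounds whose normalised, plate-corrected inhibition of enzyme fluorescence in the single-dose primary screen is 50% or more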;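 further: 0% = DMSO with enzyme and 100% = substrate without enzyme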
SKN-1 block = blocks SKN-1 activity in C. elegans | 360,000 tested, 0.49% active | inhibition, % at 21.8 µM | C. elegans VP596 Pgst-4::GFP/RFP ratio, acrylamide-induced, 24 h | AID 624304;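 active means interference check ratio from 0.5 to 1.5 plus GFP to RFP signal ratio inhibition reaching or exceeding a fixed threshold, cut at about 30% in these data, passing the limit was not always enough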; further: some compounds called inactive have numbers as strong as hits
CendR NRP1 mod = NRP-1/CendR interaction modulation. O14786. FAM-RPARPAR peptide binding to NRP-1, fluorescence polarization. inhibition, % at 25 µM. 360,000 tested, 0.85% active. AID 602438;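 active means inhibition or corrected inhibition above about 18%, plus a signal ratio from 0.5 to 1.5, limit read from the data, passing the limit was not always enough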; further: strong numbers were not always called active
Rin1-Abl PPI inh = blocks binding of human Rin1 to Abl | TR-FRET Rin1/Abl binding, biochemical | AID 588664 | 360,000 tested, 0.4% active | P00519+Q13671 | inhibition, % at 7.35 µM; in the data active means inhibition above about 5%, passing the limit was not always enough
Target sequence (P00519 whole entry, looked up): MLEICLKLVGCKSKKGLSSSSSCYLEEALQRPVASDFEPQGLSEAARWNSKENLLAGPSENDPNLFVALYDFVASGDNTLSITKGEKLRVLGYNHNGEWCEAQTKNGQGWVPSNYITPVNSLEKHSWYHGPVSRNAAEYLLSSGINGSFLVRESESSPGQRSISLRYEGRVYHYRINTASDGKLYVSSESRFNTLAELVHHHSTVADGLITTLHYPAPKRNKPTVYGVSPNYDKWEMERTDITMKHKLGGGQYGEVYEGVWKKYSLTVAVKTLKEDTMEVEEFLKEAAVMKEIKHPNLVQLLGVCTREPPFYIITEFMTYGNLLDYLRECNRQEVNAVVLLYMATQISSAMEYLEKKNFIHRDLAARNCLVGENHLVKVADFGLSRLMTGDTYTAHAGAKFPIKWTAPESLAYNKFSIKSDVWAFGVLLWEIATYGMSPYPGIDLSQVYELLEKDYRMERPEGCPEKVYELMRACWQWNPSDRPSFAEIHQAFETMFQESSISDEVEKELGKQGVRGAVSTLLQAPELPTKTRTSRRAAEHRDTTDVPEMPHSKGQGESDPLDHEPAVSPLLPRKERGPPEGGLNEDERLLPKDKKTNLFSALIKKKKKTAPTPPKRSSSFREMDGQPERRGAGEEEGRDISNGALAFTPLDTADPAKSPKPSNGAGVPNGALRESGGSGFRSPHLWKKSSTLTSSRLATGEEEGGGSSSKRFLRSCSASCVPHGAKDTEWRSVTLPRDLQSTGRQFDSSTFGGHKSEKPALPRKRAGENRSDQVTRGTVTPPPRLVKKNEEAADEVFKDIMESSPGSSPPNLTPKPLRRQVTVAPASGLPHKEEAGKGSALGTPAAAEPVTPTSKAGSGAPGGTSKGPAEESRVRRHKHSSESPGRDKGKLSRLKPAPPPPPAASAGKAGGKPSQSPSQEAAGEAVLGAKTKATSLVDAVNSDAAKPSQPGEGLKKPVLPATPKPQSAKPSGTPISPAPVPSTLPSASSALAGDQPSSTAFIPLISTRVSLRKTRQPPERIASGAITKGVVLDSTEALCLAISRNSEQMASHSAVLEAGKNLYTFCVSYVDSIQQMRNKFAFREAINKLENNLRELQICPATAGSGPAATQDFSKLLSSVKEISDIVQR
Target sequence (Q13671 whole entry, looked up): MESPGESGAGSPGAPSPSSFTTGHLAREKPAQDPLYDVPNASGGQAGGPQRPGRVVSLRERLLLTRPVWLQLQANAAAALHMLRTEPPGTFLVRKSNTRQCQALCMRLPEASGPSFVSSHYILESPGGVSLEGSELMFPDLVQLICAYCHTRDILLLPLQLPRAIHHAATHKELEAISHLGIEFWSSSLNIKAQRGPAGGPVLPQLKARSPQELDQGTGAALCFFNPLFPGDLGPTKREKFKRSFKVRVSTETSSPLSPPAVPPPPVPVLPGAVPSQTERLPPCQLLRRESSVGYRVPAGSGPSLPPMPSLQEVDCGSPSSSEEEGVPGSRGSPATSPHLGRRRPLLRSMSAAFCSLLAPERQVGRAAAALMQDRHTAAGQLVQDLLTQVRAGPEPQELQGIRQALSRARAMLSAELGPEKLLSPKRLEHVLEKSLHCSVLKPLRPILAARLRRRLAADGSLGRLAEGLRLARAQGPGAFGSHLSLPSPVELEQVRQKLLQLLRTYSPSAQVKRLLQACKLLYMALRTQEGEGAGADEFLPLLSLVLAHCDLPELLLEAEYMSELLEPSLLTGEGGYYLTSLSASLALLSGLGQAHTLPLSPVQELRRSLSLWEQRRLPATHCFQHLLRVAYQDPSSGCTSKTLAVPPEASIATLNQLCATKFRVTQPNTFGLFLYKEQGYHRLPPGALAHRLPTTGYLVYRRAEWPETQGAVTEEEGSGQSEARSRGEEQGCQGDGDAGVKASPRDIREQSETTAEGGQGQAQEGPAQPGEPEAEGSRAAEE
E coli Lon inh = E. coli protease La inhibition | purified E. coli Lon protease, fluorescence polarization | AID 602123 | inhibition, % at 7.94 µM | 360,000 tested, 0.42% active; in the data active means inhibition above about 13%, passing the limit was not always enough;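 further: 0% = enzyme with probe and DMSO and 100% = no enzyme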
bovine MsrA act = activates bovine MsrA enzyme; purified bovine MsrA, absorbance read-out; 360,000 tested, 0.3% active; activation, % at 10.6 µM; in the data active means activation above about 7.5%;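 further: 0% = vehicle and 100% = reference activator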
MT1-MMP act inh = inhibitors of human MT1-MMP activation | 360,000 tested, 0.061% active | P50281 | AID 651647 | HT1080 RFP-PRO-GFP cells, GFP/RFP ratio fluorescence, overnight; percent of plate control window, DMSO zero | GFP/RFP ratio change, % at 20 µM;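 active means GFP/RFP ratio change of at least 30% with cell ATP level not reduced by more than half and red fluorescence within 50% of control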; further: strong numbers were not always called active
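Compound: 20 µM single dose, 1% DMSO / System: HT1080 RFP-PRO-GFP cells / Controls: DMSO and RFP-L50D-GFP cell wells / Read-out basis: GFP/RFP fluorescence ratio / Schedule: overnight compound exposure at 37 °C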
Neddylation inh = inhibitors of human cullin neddylation | P61081+Q13564 | TR-FRET cullin neddylation, biochemical | calls only at 25 µM | 360,000 tested, 0.58% active | AID 651699; in the data active means inhibition above about 36%
PABP1 MLLE inh = inhibitors of microRNA-mediated deadenylation, human PABP1 MLLE binding; P11940; GST-MLLE / FITC-PAM2 fluorescence polarization; inhibition, % at 20 µM; 360,000 tested, 0.36% active; AID 588489; in the data active means inhibition above about 35%, passing the limit was not always enough;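 further: plate controls were DMSO wells with GST-MLLE for no effect and wells lacking GST-MLLE protein for full effect; some results filed as inactive read as strong as hits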
Numbers without * were called inactive; i = inactive; nt = no result given; + = active, no number.

compound	FAS TE block	SKN-1 block	CendR NRP1 mod	Rin1-Abl PPI inh	E coli Lon inh	bovine MsrA act	MT1-MMP act inh	Neddylation inh	PABP1 MLLE inh
NS(=O)(=O)c1ccc(CNC(=O)/C=C/c2c(F)cccc2Cl)cc1	-6.6	6.0	16.8	-1.4	8.4	-5.6	2.6	i	-6.9
OCC1CCN(Cc2cn(Cc3ccccc3)nc2-c2cc3ccccc3o2)CC1	-1.3	1.8	2.7	-5.6	-1.3	-0.5	1.3	i	7.8
Cc1ccc(NC(=O)COC(=O)CN2C(=O)COc3ccccc32)cc1	-5.7	0.0	11.7	-2.1	3.7	-3.2	2.1	i	-7.1
O=C(CN(Cc1ccc(F)cc1)S(=O)(=O)c1ccc(S(=O)(=O)N2CCOCC2)cc1)Nc1ccccc1	-3.2	14.4	2.1	0.0	-13.0	-2.1	-3.7	i	3.6
O=[N+]([O-])c1cccnc1N1CCCCC1	-3.7	-16.4	-4.7	-3.3	-9.1	-4.3	9.4	i	-8.3
CCOC(=O)C1=C(COC(=O)/C=C/c2ccc(SC)cc2)NC(=O)NC1C (configuration not stated)	1.9	8.2	2.2	0.4	-3.7	-4.3	0.6	+	-11.6
N#CC1=C(N)NC(=S)C(C(N)=O)C1c1ccc([N+](=O)[O-])cc1 (configuration not stated)	2.1	10.0	3.7	-4.0	-3.7	4.0	2.4	i	38.6*
COc1ccccc1CN1CCC(n2nccc2NC(=O)CCCc2ccccc2)CC1	-4.8	-0.4	7.2	-0.5	2.5	-1.4	4.4	i	2.0
CCOC(=O)c1c(C)n(C)c2cc(-c3cccc(C(F)(F)F)c3)c(O)cc12	-0.6	-2.8	2.3	-0.1	0.5	-8.4	0.7	i	-0.2
CNC(=S)N1CCC(NC(=O)C(Cc2ccc(F)cc2)NC(C)=O)CC1 (configuration not stated)	-12.7	5.2	6.1	1.7	-8.1	-7.2	-0.7	i	-65.8
CCOC(=O)N1CCN(C(=O)Cn2c(=O)sc3ccccc32)CC1	-5.7	9.8	3.8	3.1	-7.9	-0.5	-3.8	i	-7.9
Cc1cc(C)nc(/N=C(\N)Nc2ccc([N+](=O)[O-])cc2)n1	-1.3	7.4	-2.3	-1.8	-15.6	-4.5	-1.2	i	-7.6
COc1ccc(NC(=O)C2(C)CCCN(C(C)C)C2)cc1OC (configuration not stated)	-10.0	-0.5	-11.8	1.5	-9.1	-9.0	-3.9	i	6.0
O=C(Cc1cccc([N+](=O)[O-])c1)Nc1cccc(C(=O)N2CCOCC2)c1	0.3	10.0	7.3	1.0	0.8	-0.8	2.9	i	-2.9
Nc1c(-c2ccccc2)cnc2c(-c3ccccc3)cnn12	-0.7	-4.0	-0.4	-0.5	-7.6	-7.3	1.4	nt	7.4
CCOC(=O)N1CCN(c2c(N3CCN(c4ccccc4F)CC3)c(=O)c2=O)CC1	-4.0	3.8	-4.2	-3.6	-0.8	-2.6	1.9	i	3.1
CCOC(=O)CCNC(=O)N1CCC(CCC(=O)NCc2ccc(F)cc2)CC1	-2.4	11.0	6.5	-1.0	-11.3	-1.8	-1.1	i	-10.2
O=S(=O)(CCN1CCOCC1)c1ccc(OC(F)(F)F)cc1	-2.2	11.2	-10.6	-0.6	-3.7	-4.7	2.4	i	-7.5
CCOC(=O)C1(C)CCCN1C(=O)c1ccc(C)cc1 (configuration not stated)	-0.4	-6.1	10.2	1.6	-10.7	-1.3	-0.6	i	9.0
CCOc1ccccc1NC(=O)C1C2CCC(O2)C1C(=O)O (configuration not stated)	-3.9	2.6	-5.1	-3.1	0.9	4.5	3.2	i	-2.0
O=C(C[n+]1ccc(C(=O)NCc2ccccc2)cc1)c1ccc2c(c1)OCCO2	-2.4	-22.8	-15.8	0.5	-9.5	-2.7	-0.3	i	10.9
O=C(NC1CCCCC1)c1cnn2c(C(F)(F)F)cc(-c3ccco3)nc12	12.5	5.5	-20.7	-1.1	-13.4	-3.7	-4.7	+	14.9
Cc1cc(F)cc(C)c1Cn1cnc2c(cnn2C(C)(C)C)c1=O	6.9	8.5	8.6	0.7	7.6	-0.6	6.5	i	-0.3
O=C(CSc1nc2ccccc2o1)Nc1ccc(Cl)cc1	18.3	-7.2	10.7	-5.3	-7.2	-4.3	8.6	i	0.4
Cc1cccc(C(O)c2ncc(-c3ccc4ccccc4c3)[nH]2)c1C (configuration not stated)	-4.6	2.7	-14.8	1.4	1.8	-2.3	5.9	i	5.4
O=C(CSc1nncn1-c1ccccc1)NC1CCCc2ccccc21 (configuration not stated)	-2.5	10.1	-6.0	2.1	-4.8	-4.5	-3.3	i	4.6
CC#CC#Cc1cccc(=O)o1	-5.7	7.9	-4.4	3.9	5.9	-3.5	7.3	i	-1.6
Cc1ccc(CNC(=O)c2cccnc2Cl)cc1	-1.4	6.5	-0.4	-1.0	-5.5	-4.5	-1.9	i	7.3
CC(O)C(NS(=O)(=O)c1ccc(Cl)cc1)C(=O)OCC(=O)N1CCN(c2ccccc2)CC1 (configuration not stated)	-7.9	-6.8	7.6	-2.4	-7.3	-1.5	1.3	i	-6.6
CCC(C)NC(=O)CN1C(=O)NC2(CCc3ccccc3C2)C1=O (configuration not stated)	-8.0	-5.0	16.8	-0.5	-1.4	-8.0	-0.8	i	-8.1
COc1cc(C)c(NC(=O)COc2ccc3c(c2)OCO3)cc1C	8.3	6.2	11.2	-0.4	-7.3	-1.6	2.1	i	9.5
CCOC(=O)N1CCc2c(sc(NC(=O)CN3CCOCC3)c2C#N)C1	-6.9	-20.2	4.0	-3.6	3.1	-6.2	2.4	i	-5.2
CCOC(=O)C1=C(C)NC(=O)C(C#N)C1c1ccncc1 (configuration not stated)	-7.4	3.6	2.4	3.3	2.8	0.5	4.9	i	13.1
Cc1ccc(NC(=S)NNC(=O)CSc2nc3ccccc3c(=O)n2-c2ccc(C)cc2)cc1	8.3	3.4	-16.9	-3.0	3.6	-2.4	-0.9	i	19.2
CN(c1ccc(C(=O)Nc2ccc3c(c2)OCCO3)cc1)S(C)(=O)=O	-3.2	10.6	2.4	0.0	0.0	-8.5	-2.2	i	-1.3
O=C(NCCCCc1ccccc1)C1CC(c2cccc(F)c2)=NO1 (configuration not stated)	19.6	-1.1	1.1	-0.7	-10.8	-0.4	0.9	i	-10.1
Cc1ccc(CNC(=O)c2ccccc2NC(=O)CN2CC(C)OC(C)C2)cc1 (configuration not stated)	-0.5	9.4	11.1	0.8	1.3	-5.9	-2.7	i	4.1
COc1ccccc1C(=O)OCCCN=C1NS(=O)(=O)c2ccccc21	-0.5	0.2	15.5	0.1	-4.0	-1.4	0.5	i	7.4
O=S(=O)(c1ccc(NC(=S)NCc2ccc(F)cc2)cc1)N1CCOCC1	5.2	8.2	17.4	-0.2	4.0	-6.5	2.5	i	8.6
CS(=O)(=O)NCCSCc1ccccc1	-9.3	5.1	7.7	-3.1	3.2	-3.6	-2.3	i	0.5
O=[N+]([O-])c1ccc(N2CCN(Cc3ccccc3)CC2)nc1	8.9	3.6	10.9	-0.4	-7.9	-3.8	2.6	i	3.7
CCOC(=O)C(C(=O)OCC)=C1OC(=O)c2ccccc21	-6.7	7.7	-14.8	-3.0	-8.2	-0.5	3.2	i	1.4
COc1ccc(S(=O)(=O)N2CCOCC2)cc1NC(=O)CSc1ncnc2ccccc12	-8.8	-3.1	-3.0	0.8	-12.7	-5.6	1.2	i	-1.0
COc1ccc(S(=O)(=O)N2CCC(C(=O)NC3CCCCC3)CC2)cc1C	-0.5	20.9	-0.2	0.6	7.4	-2.4	-2.2	i	6.7
C[C@@H](O)c1nc2ccccc2n1N	-5.4	5.0	8.4	0.2	-10.3	-1.4	-1.8	i	3.7
OC(CN1CCN(c2ccccn2)CC1)Cn1c2ccccc2c2ccccc21 (configuration not stated)	12.1	-1.3	5.9	0.9	-4.9	-4.9	3.6	i	1.3
S=c1[nH]nc(-c2cccnc2)n1-c1ccccc1	-7.0	13.7	9.3	2.1	4.0	5.7	3.8	i	-5.8
N#Cc1nc(-c2ccc(OCc3ccccc3)cc2)oc1NCCCn1ccnc1	-66.5	19.2	19.9	-6.8	-7.0	-0.2	4.2	nt	3.1
O=C(CCN1CCN(Cc2ccccc2)CC1)Nc1ccccc1Cl	-5.4	7.8	8.1	-1.3	-12.1	-4.1	3.1	i	18.0
COc1ccc(CC(=O)Nc2cc3oc4ccccc4c3cc2OC)cc1	21.8	16.1	9.1	-3.0	-1.2	-2.5	-0.9	i	-3.0

(next part)
compound	FAS TE block	SKN-1 block	CendR NRP1 mod	Rin1-Abl PPI inh	E coli Lon inh	bovine MsrA act	MT1-MMP act inh	Neddylation inh	PABP1 MLLE inh
Cc1cccc(-n2cnc(C(=O)N/N=C\c3ccc(Br)cc3)c2)n1	-1.9	15.6	-3.1	-4.3	8.8	-2.9	3.8	i	7.5
CC1(C)CC2CC(C)(CN2CC(O)c2ccccc2)C1 (configuration not stated)	-4.5	11.0	-4.3	2.0	-10.0	-8.9	-1.0	i	-7.2
COc1ccc(N2CC(NS(=O)(=O)c3ccc4ccccc4c3)CC2=O)cc1 (configuration not stated)	5.7	26.2	-3.0	3.1	-3.1	-1.4	0.9	i	6.6
COc1ccc(N(CC(=O)Nc2ccc(F)c(Cl)c2)S(=O)(=O)c2c(C)noc2C)cc1	27.3	9.5	4.2	-0.3	6.5	-12.9	5.3	i	6.6
COc1cc(C(=O)NCc2cn3ccccc3n2)cc(OC)c1OC	-10.9	0.7	1.9	-1.5	-9.9	-10.4	7.3	i	2.7
COc1ccc(OC)c(CNC(=O)c2[nH]c(C(F)(F)F)nc2-c2ccccc2)c1	-7.5	-7.3	11.7	3.1	1.3	-7.9	-1.0	i	14.1
COC(=O)CCc1c(C)c(C(=O)c2cc(F)c(F)c(F)c2F)c2ccccn12	1.2	3.0	-5.7	2.4	13.3	-1.7	nt	i	-1.2
COc1ccc(/C=N\NC(=O)c2sc(N)nc2C)cc1OC	-4.8	-3.4	-0.8	-2.1	-6.7	-8.9	3.4	i	-4.9
Cn1ncc([N+](=O)[O-])c1C(=O)N1CCCCCC1	-4.1	7.7	9.7	2.3	-5.0	-1.3	0.8	i	2.7
Cc1ccc(C)c(NC(=O)CSc2sc3c(O)cc(=O)[nH]c3c2C#N)c1	2.0	3.3	-32.6	-3.1	-5.9	1.1	-4.0	i	-13.9
CCOC(=O)c1c2c3c(cccc3n(C)c1=O)C(=O)c1ccccc1-2	16.2	0.8	24.7	-5.9	143.7*	-8.5	-12.7	i	61.7*
CC(C)CN1CCN(Cc2nc(C(C)C)cs2)CC1CCO (configuration not stated)	-3.0	-8.4	11.5	5.9	7.3	-15.2	-2.3	i	3.4
Cn1c(=O)c2[nH]c(=O)cnc2n(C)c1=S	8.3	-7.4	-30.6	3.5	-5.7	-11.3	-8.8	i	0.8
O=C(CSc1c2c(nc3ccc(Cl)cc13)CCCC2)N1CCN(C(=O)c2ccco2)CC1	6.9	2.7	-11.2	-11.2	2.0	-2.2	-20.7	i	22.3

Compound profiles (already shown). Order of values: FAS TE block | SKN-1 block | CendR NRP1 mod | Rin1-Abl PPI inh | E coli Lon inh | bovine MsrA act | MT1-MMP act inh | Neddylation inh | PABP1 MLLE inh
O=[N+]([O-])c1ccc(N2CCN(Cc3ccccc3)CC2)nc1 reads 8.9 | 3.6 | 10.9 | -0.4 | -7.9 | -3.8 | 2.6 | i | 3.7
C[C@@H](O)c1nc2ccccc2n1N reads -5.4 | 5.0 | 8.4 | 0.2 | -10.3 | -1.4 | -1.8 | i | 3.7
